# BioA inh: M. tuberculosis BioA enzyme inhibitors, primary screen, biochemical, plate reader, single point, HTS; 7,8-diaminopelargonic acid synthase BioA (Mycobacterium tuberculosis); AID 602481, 2012; inhibition, % at 9.99 µM; purified M. tuberculosis BioA enzyme; hit rate 0.096% among 360,000; in the data active = inhibition above about 40%
# The depositor's hits bear a star. This is a subset. The share of hits here may be higher or lower than overall.
SMILES,BioA inh
COc1ccc(NC(=O)Nc2ccc3c(c2)C(=O)N([C@@H](C)CO)C[C@@H](C)[C@@H](CN(C)C(=O)NC(C)C)OCCCC[C@@H](C)O3)cc1,0.7
C[C@@H]1CN([C@H](C)CO)C(=O)c2cccc(NS(=O)(=O)c3cccs3)c2O[C@H]1CN(C)S(=O)(=O)c1ccc(Cl)cc1,-1.6
C[C@H](CO)N1C[C@H](C)[C@H](CN(C)Cc2ccccc2)Oc2cc(-c3ccncc3)ccc2S1(=O)=O,0.4
O=C(C[C@@H]1CC[C@H](NC(=O)CN2CCOCC2)[C@@H](CO)O1)NC1CCC1,-1.1
O=C(C[C@H]1CC[C@H]2[C@@H](COC[C@@H](O)CN2CCC(F)(F)F)O1)N1CCC(Cc2ccccc2)CC1,1.4
COCC(=O)N(C)C[C@H]1Oc2ncc(C#C[C@H](C)O)cc2C(=O)N([C@H](C)CO)C[C@H]1C,2.1
C[C@H](CO)N1C[C@H](C)[C@@H](CN(C)Cc2ccc(Oc3ccccc3)cc2)Oc2ccc(NC(=O)Nc3ccc4c(c3)OCO4)cc2C1=O,0.3
O=C(CC1CC1)N[C@@H]1CC[C@@H](CCNS(=O)(=O)c2ccc(Cl)cc2)O[C@H]1CO,-1.2
C[C@@H]1CCCCO[C@H](CN(C)S(C)(=O)=O)[C@@H](C)CN([C@@H](C)CO)C(=O)c2cc(NC(=O)C3CCCCC3)ccc2O1,-0.6
CO[C@H]1CN(C)C(=O)c2cc(NC(C)=O)ccc2OC[C@H](C)N(C(=O)c2ccccc2F)C[C@@H]1C,-1.6
OC[C@@H]1[C@H](c2ccc(-c3ccccc3F)cc2)[C@H]2CN(Cc3cccnc3)CCCCN12,0.0
C[C@@H]1CN([C@@H](C)CO)S(=O)(=O)c2ccc(-c3cccnc3)cc2O[C@@H]1CN(C)C(=O)c1ccc2c(c1)OCO2,6.4
CN(C)CC#Cc1ccc([C@@H]2[C@H]3CN(C(=O)Cc4ccccn4)CCCCN3[C@H]2CO)cc1,0.3
O=C(C[C@@H]1C[C@H]2c3cc(NC(=O)C4CCOCC4)ccc3O[C@H]2[C@H](CO)O1)NCc1cc(F)ccc1F,-0.3
O=C(N[C@@H]1CC[C@H](CCNS(=O)(=O)c2cccc(Cl)c2)O[C@H]1CO)c1ccncc1,-3.0
C[C@@H]1CN([C@H](C)CO)C(=O)Cc2cc(NC(=O)C3CCCCC3)ccc2O[C@H]1CN(C)C(=O)Nc1ccccc1,-0.6
COC(=O)[C@@H]1[C@@H](CO)[C@@H]2Cn3c(cccc3=O)[C@H]1N2C(=O)C1CCCC1,0.6
CNC[C@H]1Oc2cc(C#Cc3ccc(F)cc3)ccc2S(=O)(=O)N([C@@H](C)CO)C[C@H]1C,-1.9
CCCC#Cc1ccc2c(c1)O[C@@H](CN(C)Cc1cncnc1)[C@H](C)CN([C@H](C)CO)S2(=O)=O,1.4
C[C@@H]1CN([C@@H](C)CO)C(=O)Cc2cc(NS(=O)(=O)c3ccc(Cl)cc3)ccc2O[C@H]1CN(C)CC1CCCCC1,-1.6
CNC(=O)C[C@@H]1CC[C@H]2[C@@H](COc3ccc(NC(=O)Nc4ccc(F)c(F)c4)cc3C(=O)N2C)O1,6.4
O=C(C[C@@H]1CC[C@H](NS(=O)(=O)c2ccc(F)cc2)[C@H](CO)O1)N1CCc2ccccc2C1,3.7
COc1ccc(C(=O)Nc2ccc3c(c2)C(=O)N(C)[C@@H]2CC[C@@H](CC(=O)NCC4CC4)O[C@@H]2CO3)cc1,1.4
COc1ccc(S(=O)(=O)Nc2ccc3c(c2)C(=O)N([C@@H](C)CO)C[C@@H](C)[C@@H](CN(C)S(=O)(=O)c2cccs2)O3)cc1,4.7
CCNC(=O)[C@@H]1[C@@H](CO)[C@@H]2Cn3c(ccc(-c4ccc(F)cc4)c3=O)[C@H]1N2C(=O)C1CC1,-1.2
C[C@H]1CN([C@@H](C)CO)C(=O)c2cc(/C=C/c3ccccc3)cnc2O[C@@H]1CN(C)C(=O)C1CCCCC1,3.7
C[C@H]1CCCCO[C@H](CN(C)C(=O)Nc2ccc(C(F)(F)F)cc2)[C@@H](C)CN([C@@H](C)CO)C(=O)c2cc(NS(C)(=O)=O)ccc2O1,0.8
COc1ccc(NC(=O)N2CCCCN3[C@H](C2)[C@@H](c2ccc(C#CCC(C)C)cc2)[C@@H]3CO)cc1,2.2
Cc1ccc(S(=O)(=O)Nc2ccc3c(c2)C(=O)N([C@@H](C)CO)C[C@@H](C)[C@H](CN(C)S(=O)(=O)c2ccccc2)O3)cc1,2.8
CO[C@H]1CN(C)C(=O)c2ccc(NC(C)=O)cc2OC[C@@H](C)N(CC2CC2)C[C@@H]1C,-0.2
O=C(C[C@H]1CC[C@@H](NC(=O)NC2CCCCC2)[C@@H](CO)O1)NCc1ccc(Cl)cc1,-0.9
CNC[C@@H]1Oc2ccc(NC(=O)Nc3ccc(C(F)(F)F)cc3)cc2CC(=O)N([C@H](C)CO)C[C@@H]1C,0.6
COc1ccc(C#Cc2ccc3c(c2)O[C@H](CN(C)C)[C@@H](C)CN([C@@H](C)CO)S3(=O)=O)cc1,-1.4
COc1cccc(S(=O)(=O)N2CCCCN3[C@H](CO)[C@@H](c4ccc(-c5cncnc5)cc4)[C@H]3C2)c1,1.4
C[C@H]1CN([C@@H](C)CO)C(=O)c2cc(NS(C)(=O)=O)ccc2O[C@@H]1CN(C)C(=O)Nc1ccccc1,-3.2
CC(C)NC(=O)Nc1ccc2c(c1)C(=O)N([C@H](C)CO)C[C@@H](C)[C@@H](CN(C)Cc1ccc(C(=O)O)cc1)OCCCC[C@@H](C)O2,-0.7
COc1ccccc1CNC(=O)C[C@H]1CC[C@H](NC(=O)CC2CC2)[C@@H](CO)O1,-0.1
CO[C@@H]1CN(C)C(=O)c2cc(NC(C)=O)ccc2OC[C@H](C)N(C(=O)CC2CC2)C[C@H]1C,0.2
C[C@@H]1CN([C@H](C)CO)C(=O)c2cc(C3=CCCC3)cnc2O[C@@H]1CN(C)C(=O)Nc1cccc(F)c1,3.1
CCCC#Cc1ccc2c(c1)O[C@@H](CN(C)C(=O)c1ccncc1)[C@@H](C)CN([C@@H](C)CO)S2(=O)=O,5.0
CC(C)NC[C@@H]1[C@@H](c2ccc(C3=CCCCC3)cc2)[C@H](CO)N1C(=O)NC(C)C,-2.5
CO[C@@H]1CN(C)C(=O)c2ccc(NS(C)(=O)=O)cc2OC[C@H](C)N(Cc2cncnc2)C[C@H]1C,-1.7
CO[C@@H]1CN(C)C(=O)c2cc(NC(=O)NC3CCCCC3)ccc2OC[C@@H](C)N(CC2CCOCC2)C[C@H]1C,-3.2
C[C@@H]1CN([C@@H](C)CO)C(=O)Cc2cc(NC(=O)Cn3cnnn3)ccc2O[C@@H]1CN(C)Cc1ccc(Cl)c(Cl)c1,3.3
CO[C@H](CN(C)C(=O)Nc1ccc(Cl)cc1)[C@@H](C)CN(Cc1ccccc1Cl)[C@@H](C)CO,1.4
C[C@@H]1CN([C@@H](C)CO)C(=O)Cc2cc(NC(=O)Nc3ccc(C(F)(F)F)cc3)ccc2O[C@H]1CN(C)Cc1ccc(Oc2ccccc2)cc1,0.5
O=C(N[C@@H]1CC[C@@H](CCNC(=O)C2CC2)O[C@@H]1CO)c1ccccn1,-0.7
C[C@@H]1CN([C@@H](C)CO)C(=O)c2cc(NS(=O)(=O)c3cccs3)ccc2O[C@H]1CN(C)CC1CC1,-2.4
O=C(NCC[C@H]1CC[C@@H](NC(=O)c2ccc3c(c2)OCO3)[C@@H](CO)O1)Nc1ccc(Cl)cc1,2.6
COc1ccccc1-c1ccc2c(c1)O[C@H](CN(C)C(=O)c1ccccc1)[C@@H](C)CN([C@@H](C)CO)S2(=O)=O,-1.1
Cn1cnc(S(=O)(=O)N2CCCCN3[C@H](CO)[C@H](c4ccc(-c5ccccc5F)cc4)[C@@H]3C2)c1,0.1
Cc1noc(C)c1NC(=O)N(C)C[C@@H]1OCCCC[C@H](C)Oc2ccc(NC(=O)Cc3ccccc3)cc2C(=O)N([C@H](C)CO)C[C@@H]1C,-2.4
NCC[C@@H]1CC[C@@H](NC(=O)Nc2ccc(F)cc2)[C@H](CO)O1,-4.5
CO[C@@H]1CN(C)C(=O)c2cc(NC(=O)C3CCCC3)ccc2OC[C@H](C)NC[C@@H]1C,-1.9
COC(=O)C[C@@H]1CC[C@H]2[C@@H](COc3ccc(NC(=O)c4cscn4)cc3C(=O)N2C)O1,0.4
C[C@@H]1CCCCO[C@H](CN(C)C(=O)Nc2ccc3c(c2)OCO3)[C@@H](C)CN([C@@H](C)CO)C(=O)c2cc(NC(=O)c3ccncc3)ccc2O1,-3.2

# Structural class, those above containing an aryl methoxy group
SMILES,BioA inh
COc1ccc(NC(=O)Nc2ccc3c(c2)C(=O)N([C@@H](C)CO)C[C@@H](C)[C@@H](CN(C)C(=O)NC(C)C)OCCCC[C@@H](C)O3)cc1,0.7
COc1ccc(C(=O)Nc2ccc3c(c2)C(=O)N(C)[C@@H]2CC[C@@H](CC(=O)NCC4CC4)O[C@@H]2CO3)cc1,1.4
COc1ccc(S(=O)(=O)Nc2ccc3c(c2)C(=O)N([C@@H](C)CO)C[C@@H](C)[C@@H](CN(C)S(=O)(=O)c2cccs2)O3)cc1,4.7
COc1ccc(NC(=O)N2CCCCN3[C@H](C2)[C@@H](c2ccc(C#CCC(C)C)cc2)[C@@H]3CO)cc1,2.2
COc1ccc(C#Cc2ccc3c(c2)O[C@H](CN(C)C)[C@@H](C)CN([C@@H](C)CO)S3(=O)=O)cc1,-1.4
COc1cccc(S(=O)(=O)N2CCCCN3[C@H](CO)[C@@H](c4ccc(-c5cncnc5)cc4)[C@H]3C2)c1,1.4
COc1ccccc1CNC(=O)C[C@H]1CC[C@H](NC(=O)CC2CC2)[C@@H](CO)O1,-0.1
COc1ccccc1-c1ccc2c(c1)O[C@H](CN(C)C(=O)c1ccccc1)[C@@H](C)CN([C@@H](C)CO)S2(=O)=O,-1.1
